Bioassay records from PubChem.
Fam108B inh – mouse Fam108B serine hydrolase inhibitors, primary screen, counter-screen for RBBP9 inhibitor project, biochemical, fluorescence polarization | recombinant Fam108B, FP-Rh probe fluorescence polarization | inhibition, % at 9.51 µM | hit rate 0.33% among 300,000 | AID 1947, 2009;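 active means inhibition above the screen mean inhibition plus 3 SD, computed separately per campaign, cut at about 18% in these data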;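 further: inhibitors lower polarization as less probe binds the enzyme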
BCLXL inh – inhibitors of human Bcl-xL, primary screen, biochemical, fluorescence polarization, HTS; Bcl-2-like protein 1 (Homo sapiens), Q07817; GST-Bcl-xL / FITC-Bim BH3 peptide fluorescence polarization; inhibition, % at 10.9 µM; hit rate 0.7% among 320,000;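 active means inhibition above the mean of all tested compounds plus 3 SD, cutoff set per campaign, cut at about 30% in these data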;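 further: 0% = DMSO wells and 100% = unlabeled Bim-BH3 peptide competitor; inhibitors lower millipolarization by displacing the labeled peptide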
MEX-5 binding – MEX-5 zinc finger RNA-binding disruptors – biochemical, C. elegans, fluorescence polarization, MLPCN library, primary screen; Zinc finger protein mex-5 (Caenorhabditis elegans), Q9XUB2; MEX-5/FITC-TCR2 RNA binding; hits give low values; activity score (negative = inhibition of binding), % at 10 µM; hit rate 0.38% among 300,000;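 active means inhibition past about -25% in most replicates, and total fluorescence under double the plate's negative control median, limit read from the data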;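 further: 0% = DMSO and -100% = 5 µM competing unlabeled TCR2 RNA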
Target sequence (Q9XUB2 whole entry, looked up): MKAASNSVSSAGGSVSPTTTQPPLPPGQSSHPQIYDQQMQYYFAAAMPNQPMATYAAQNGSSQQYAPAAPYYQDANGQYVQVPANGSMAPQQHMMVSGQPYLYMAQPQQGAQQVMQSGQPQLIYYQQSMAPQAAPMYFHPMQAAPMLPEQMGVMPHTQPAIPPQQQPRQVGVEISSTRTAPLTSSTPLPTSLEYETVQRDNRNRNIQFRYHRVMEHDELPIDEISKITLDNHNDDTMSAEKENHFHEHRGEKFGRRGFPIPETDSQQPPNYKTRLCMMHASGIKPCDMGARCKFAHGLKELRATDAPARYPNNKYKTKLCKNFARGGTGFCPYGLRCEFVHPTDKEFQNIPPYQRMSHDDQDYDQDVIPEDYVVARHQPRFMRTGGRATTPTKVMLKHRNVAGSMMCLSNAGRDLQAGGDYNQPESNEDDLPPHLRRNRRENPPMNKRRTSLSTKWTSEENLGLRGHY
MCL1 BIM primary – inhibitors of MCL1 binding to BIM-BH3, primary screen, biochemical, fluorescence polarization | hit rate 0.68% among 320,000 | GST-MCL1 / FITC-Bim-BH3 fluorescence polarization | Induced myeloid leukemia cell differentiation protein Mcl-1 (Homo sapiens), Q07820 | inhibition, % at 10.9 µM | AID 2057, 2009;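 active means inhibition above the mean inhibition of all tested compounds plus 3 SD, set per campaign, cut at about 40% in these data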;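 further: 0% = DMSO wells and 100% = unlabeled Bim-BH3 peptide control; higher means more loss of mP so more displacement of Bim peptide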
pPAFAH FP inh – pPAFAH enzyme inhibitors, primary screen, biochemical, fluorescence polarization, human; Platelet-activating factor acetylhydrolase (Homo sapiens), Q13093; recombinant pPAFAH, FP-rhodamine probe fluorescence polarization; inhibition, % at 3.39 µM; hit rate 1.5% among 330,000; AID 463082, 2010;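 active means inhibition above the mean inhibition across the screen plus 3 SD, cut at about 25% in these data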;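 further: inhibitors block binding of the rhodamine activity-based probe so polarization drops; 0% = enzyme with DMSO and 100% = wells lacking pPAFAH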
PME-1 primary – PME-1 inhibitors via competitive probe labeling, primary screen, biochemical, fluorescence polarization, FP-Rh probe, HTS. recombinant PME-1. hit rate 0.53% among 320,000. inhibition, % at 5.9 µM;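 active means inhibition above the campaign mean of all compounds plus 3 SD, cut at about 26% in these data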;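 further: competitive labeling of PME-1 active site by serine hydrolase directed probe; 0% = PME-1 with DMSO and 100% = wells lacking PME-1 enzyme; inhibitors block probe labeling so polarization falls and inhibition rises; many of its hits are not listed in these tables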
GLD-1 RNA inh – GLD-1/TGE RNA complex disruptors, primary screen, biochemical, fluorescence polarization; Female germline-specific tumor suppressor gld-1 (Caenorhabditis elegans), Q17339; purified GLD-1 + fluorescein TGE RNA; inhibition, % at 5.96 µM; hit rate 0.44% among 320,000; AID 2280, 2010;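 active means percent inhibition above a per-plate cutoff, the plate mean of test compounds plus 3 SD, cut at about 30% in these data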;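 further: 0% = DMSO wells with GLD-1 and probe and 100% = wells lacking GLD-1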
Target sequence (Q17339 whole entry, looked up): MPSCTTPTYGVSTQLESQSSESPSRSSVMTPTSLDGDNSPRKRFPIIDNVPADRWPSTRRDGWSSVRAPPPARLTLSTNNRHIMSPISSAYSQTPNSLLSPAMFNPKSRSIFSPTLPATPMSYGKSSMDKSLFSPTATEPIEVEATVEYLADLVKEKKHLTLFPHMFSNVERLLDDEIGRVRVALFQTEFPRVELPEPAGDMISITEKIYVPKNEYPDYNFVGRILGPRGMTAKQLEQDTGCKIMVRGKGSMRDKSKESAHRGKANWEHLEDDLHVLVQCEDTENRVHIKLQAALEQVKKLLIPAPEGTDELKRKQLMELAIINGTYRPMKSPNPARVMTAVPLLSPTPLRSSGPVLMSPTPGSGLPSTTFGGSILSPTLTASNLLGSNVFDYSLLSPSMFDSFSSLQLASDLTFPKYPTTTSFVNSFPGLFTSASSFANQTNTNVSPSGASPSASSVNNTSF
PAFAH1B2 FP inh – PAFAH1B2 enzyme inhibitors, primary screen, biochemical, fluorescence polarization, human; recombinant PAFAH1B2, FP-rhodamine activity probe; inhibition, % at 3.39 µM; hit rate 1.2% among 340,000;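 active means inhibition above the mean of all tested compounds plus 3 SD, cut at about 24% in these data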;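 further: 0% = enzyme with DMSO and 100% = wells lacking PAFAH1B2; many of its hits are not listed in these tables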
AHR activator – AHR activators, primary screen, cell-based, luminescence, luciferase reporter, human | Aryl hydrocarbon receptor (Homo sapiens), P35869 | AHR-responsive luciferase reporter cells | AID 2796, 2010 | hit rate 2.5% among 320,000 | activation, % at 5 µM; in the data active means activation above about 47%;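 further: 0% = vehicle wells and 100% = reference agonist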
* hit, by the source's call; · = not tested or not shown. The list is partial, so the mix of outcomes need not match the whole.

SMILES	Fam108B inh	BCLXL inh	MEX-5 binding	MCL1 BIM primary	pPAFAH FP inh	PME-1 primary	GLD-1 RNA inh	PAFAH1B2 FP inh	AHR activator
COC(=O)[C@H](CC(C)C)NC(=O)Cn1cnc2c(OCc3ccccc3)ncnc21	·	·	·	·	-2.0	·	-1.5	-1.4	3.9
COCCNC(=S)Nc1ccc2[nH]c(=O)[nH]c2c1	7.6	8.1	1.3	10.4	2.2	5.6	-1.3	2.3	2.3
CCOC(=O)C1=C(N)N(c2ccccc2)C2=C(C(=O)CCC2)C1c1cccnc1 (configuration not stated)	-2.7	3.4	-0.5	1.4	3.0	6.0	3.4	-1.1	4.7
CC(C)(C)c1ccc(SCCc2ccccn2)cc1	-3.0	2.7	-2.3	6.8	2.5	1.0	-1.9	10.1	2.3
COc1ccc([C@H]2CC(=O)C=C(c3cccc(C(F)(F)F)c3)C2)cc1	·	3.1	·	0.5	2.5	0.2	-4.3	0.6	-1.7
Cc1cccc(OCC(=O)Nc2ccc(CN3CCOCC3)cc2)c1C	-0.5	-2.3	4.1	-1.0	4.8	2.0	-1.1	0.4	0.9
O=[N+]([O-])c1ccc(-c2nc(-c3cccs3)c(-c3cccs3)[nH]2)cc1	23.7*	-11.5	3.7	-55.1	1.3	41.6*	-11.2	9.0	40.0
Cc1ccc(N2C(=O)CC(NCc3ccc4c(c3)OCO4)C2=O)cc1Cl (configuration not stated)	-0.3	4.4	2.4	-1.6	5.5	-1.4	0.8	4.0	0.8
Cc1cc(C)cc(NC(=O)CN2C(=O)NC(C)(c3ccccc3)C2=O)c1 (configuration not stated)	2.5	1.3	2.5	-6.8	3.6	-8.3	-3.5	1.0	21.9
CSC1=NC2(C)CCCCC2C12C=CC(=O)C=C2 (configuration not stated)	1.2	4.2	-3.0	0.9	5.5	1.8	7.2	24.6*	-0.3
COc1ccccc1CCN=C(N)NS(=O)(=O)c1ccc(C)cc1	-3.5	4.3	2.0	0.1	1.4	2.5	0.1	10.7	2.6
O=C(NC1CCCCC1)C(c1ccncc1)N(Cc1ccc2c(c1)OCO2)C(=O)c1cnsn1 (configuration not stated)	1.1	5.6	-2.6	-2.3	-1.9	1.4	7.0	6.9	9.4
N#CC1(NC(=O)CSc2nc3ncc(Cl)cc3[nH]2)CCCCC1	-1.0	-0.2	2.3	-6.5	3.2	-9.2	8.6	7.9	10.8
COc1ccccc1NC(=S)N1CCCC1	-2.1	3.5	-0.9	7.6	2.1	6.4	-0.9	1.2	0.2
Cc1nc(C)c(C(=O)O)c(-c2ccsc2)c1C(=O)O	3.7	2.8	-1.5	-0.2	-3.6	2.4	-1.8	·	-0.9
CN1CCN(CC(=O)Nc2nc(-c3ccccc3)cs2)CC1	1.2	1.4	-2.3	0.5	-3.9	-2.4	1.7	3.0	8.6
CCCCNC(=O)/C(C#N)=c1\s/c(=C\c2ccccc2OC(F)F)c(=O)n1CCCOC	-3.5	-1.3	0.0	3.4	-6.1	5.0	-3.4	1.0	2.4
CCCCNS(=O)(=O)c1ccc(OC)c2ncccc12	4.5	6.1	-0.6	-3.5	-1.3	1.5	10.2	10.8	10.2
Cc1c(C(=O)NCc2n[nH]c(=S)n2-c2ccc(F)cc2)cccc1[N+](=O)[O-]	-1.3	-10.7	1.5	-18.1	-3.4	-8.6	1.8	0.2	1.5
CCOC(=O)c1sc(NC(=O)c2ccncc2)nc1C	3.4	2.9	2.4	5.0	5.2	-1.2	6.1	-3.3	-1.7
O=C(NCc1ccc2c(c1)OCO2)c1cc(F)c(F)cc1Cl	2.2	3.0	1.1	4.9	-3.8	-0.6	1.3	4.0	5.8
Cc1ccc2nc(-c3cccc(Br)c3)cc(C(=O)NC3=NCCS3)c2c1	-30.1	6.0	2.2	3.4	-1.5	-21.4	0.6	-1.3	5.2
Cc1cccc2sc(NC(=O)Cn3cccc3)nc12	1.2	-1.7	0.3	-0.5	-4.4	-2.6	-1.6	0.9	-5.6
OCCN1CCN(C(=S)NC2CCCC2)CC1	0.0	5.5	0.3	10.6	-1.5	-2.9	13.1	-1.8	0.0
Cn1cnc2cc(NCc3ccccc3Cl)ccc21	0.7	7.4	-8.9	17.6	6.2	4.2	-3.9	2.5	7.7

Later entries
SMILES	Fam108B inh	BCLXL inh	MEX-5 binding	MCL1 BIM primary	pPAFAH FP inh	PME-1 primary	GLD-1 RNA inh	PAFAH1B2 FP inh	AHR activator
O=C(OCC(=O)N1CCN(c2ccccc2)CC1)C1=COCCO1	4.2	-1.7	-1.1	-4.9	7.0	-2.9	8.7	2.9	-5.3
O=C(CCCN1C(=O)c2cccc3cccc(c23)C1=O)N1CCN(c2ccccn2)CC1	-1.4	5.0	-0.7	2.8	-0.9	5.4	1.2	2.6	-2.9
O=C(Nc1cccc(F)c1)c1c(O)c2cccc3c2n(c1=O)CCC3	3.2	9.5	-2.1	-3.5	-3.1	-5.2	1.4	·	19.9
CCCCN(c1nc2ccccc2nc1Cl)S(=O)(=O)c1ccc(C)cc1	-0.9	-1.2	2.9	2.0	-2.5	7.0	1.1	-3.9	7.1
CCOC(=O)C1=C(c2ccc(OC)cc2)C(=O)c2ccccc2C1=O	1.5	9.3	1.0	4.4	4.2	3.9	2.9	·	-0.1
Cc1ccc(S(=O)(=O)NCCSc2nnnn2-c2cc(C)ccc2C)cc1	4.3	3.5	-2.3	0.3	18.9	7.9	-3.4	5.3	1.2
Cc1c(C(=O)N2CCC(C)CC2)sc2ncn(CC(=O)N3CCC(C)CC3)c(=O)c12	2.5	3.3	-0.8	0.8	3.0	-8.5	-0.4	1.4	3.6
O=C(Cn1cnc2scc(-c3ccc(F)cc3)c2c1=O)N1CCOCC1	2.6	-6.9	1.8	-5.7	4.1	-4.8	-6.6	5.7	5.2
Cc1c(Cl)cccc1NC(=S)Nc1ccc(S(=O)(=O)Nc2ncccn2)cc1	·	·	·	·	0.0	·	-0.2	2.2	0.7
O=C(c1ccc2c3c(cccc13)CC2)C1CCCN(Cc2ccc(OCCO)cc2)C1 (configuration not stated)	-0.1	-5.7	-2.6	-8.5	-3.7	-1.0	-1.0	-1.0	4.2
CN(C)CCNC(=S)Nc1ccccc1Cl	2.9	2.6	-0.6	14.1	-1.6	1.5	1.5	4.0	-2.2
COc1ccc(CCN(C)C2CCCN(C(=O)c3sccc3C)C2)cc1OC (configuration not stated)	-0.9	5.4	1.2	3.8	1.9	2.7	-4.7	2.6	-0.6
c1ccc(CCc2ccccc2-c2nc(-c3cccnc3)no2)cc1	-8.5	-0.5	-1.6	7.1	-1.4	-7.2	0.0	3.1	20.2
CC(C)[C@H](NC(=O)c1cccc(S(=O)(=O)N2CCOCC2)c1)C(=O)Nc1nc2ccccc2s1	8.3	1.3	1.3	-15.4	7.1	-0.5	-0.5	-0.9	6.6
CCCn1c(=O)cc(N)n(-c2ccc(OC(F)(F)F)cc2)c1=O	-0.5	-1.3	0.6	3.3	-0.4	-13.2	3.8	5.5	2.3
Cc1ccccc1C(=O)NCC(=O)NNC(=S)NC(=O)c1ccccc1C	1.7	10.7	3.4	9.0	1.3	-2.1	5.7	-0.1	-0.4
C[N+](C)(C)CCCNC(=O)c1ccc(/C=N/O)nc1	0.7	-9.2	0.7	-19.1	5.0	-0.6	1.3	-0.5	-2.1
CCOc1ccc(OCC)c(NC(=O)C2CCN(S(=O)(=O)c3cnc[nH]3)CC2)c1	-6.1	1.1	-0.3	-1.3	1.2	10.7	0.0	3.2	1.4
Cc1[nH]c2ccccc2c1/C=N/NC(=O)CNC(=O)c1ccc2c(c1)OCO2	3.8	1.2	-3.6	7.6	3.7	9.5	2.5	-0.6	18.3
CS(=O)(=O)Nc1ccccc1C(=O)Nc1cc2c(cc1C(=O)O)OCCCO2	3.2	1.1	2.2	1.9	2.8	-5.9	-0.2	10.7	-0.2
O=[N+]([O-])c1nn(-c2ccccc2)n(O)c1=NC1CCN(Cc2ccccc2)CC1	-1.5	0.6	-1.4	-3.3	-3.0	2.5	-1.6	-2.9	1.0
Cc1cccc2sc(NC(=O)c3ccc(NS(=O)(=O)c4cccs4)cc3)nc12	4.1	1.8	-2.9	1.7	22.3	-18.3	0.5	-0.8	11.2
CCC(=O)N1CCc2cc(Br)cc(S(=O)(=O)N3CCCC(C(=O)NC(C)(C)C)C3)c21 (configuration not stated)	-1.5	-0.3	1.1	-5.4	5.0	5.2	4.2	7.2	3.3
CCOC(=O)c1ccccc1NC(=O)CN(c1ccccc1C)S(C)(=O)=O	-0.8	-2.2	0.9	2.5	2.1	-4.7	-3.0	-0.3	1.7
O=C(c1cccc(N2C(=O)C3C4C=CC(C4)C3C2=O)c1)N1CCN(c2ccccc2)CC1 (configuration not stated)	-2.5	3.5	-2.2	-2.7	10.8	4.8	-2.5	-1.4	1.1

Looked up above.
Result for `Cc1ccc(S(=O)(=O)NCCSc2nnnn2-c2cc(C)ccc2C)cc1` in BCLXL inh: 3.5
Result for `O=C(c1cccc(N2C(=O)C3C4C=CC(C4)C3C2=O)c1)N1CCN(c2ccccc2)CC1` (configuration not stated) in pPAFAH FP inh: 10.8

Further results.
SMILES	Fam108B inh	BCLXL inh	MEX-5 binding	MCL1 BIM primary	pPAFAH FP inh	PME-1 primary	GLD-1 RNA inh	PAFAH1B2 FP inh	AHR activator
CC(NC(=O)C12CC3CC(CC(C3)C1)C2)c1ccc2c(c1)OCCO2 (configuration not stated)	-0.9	4.7	-2.2	5.4	2.4	-3.7	5.4	7.8	0.4
Cc1ccc(NC(=O)CSc2nnc(CNC(=O)c3cccs3)o2)cc1	-1.5	7.9	1.4	2.7	1.7	-1.7	0.3	0.0	9.5
Cc1cc(NCCN2CCOCC2)n2nc(C)c(-c3ccc(Cl)cc3)c2n1	9.0	2.3	-1.0	8.9	27.8*	14.9	-0.5	0.8	28.1
O=C(CN(c1ccccc1)S(=O)(=O)c1ccccc1[N+](=O)[O-])N1CCCC1	0.2	3.1	1.4	7.4	4.1	2.5	0.6	6.1	0.3
CC(C)[C@H](NC(=O)[C@@H]1Cc2ccccc2CN1C(=O)OC(C)(C)C)C(=O)NCC1CCCO1 (some centres not stated)	1.3	0.9	-0.3	3.6	2.9	-4.3	-5.2	5.7	0.7
CN1CCN(C2=CC(=O)OC23CCCCC3)CC1	-0.6	2.5	-1.2	1.0	1.0	-0.3	-4.9	3.6	2.4
O=C(c1ccccc1)N1CCCN(c2nccc(C(F)(F)F)n2)CC1	0.8	0.8	0.8	6.7	-2.1	4.3	-1.1	8.7	-1.1
NC(=O)CC(NC(=O)c1ccc(Br)cc1)c1ccc(NCc2ccc(F)c(F)c2)c([N+](=O)[O-])c1 (configuration not stated)	-3.7	-0.3	-7.0	3.5	7.5	-1.5	-5.4	-2.7	12.7
Cc1c(C(=O)NNC(=O)c2ccncc2)oc2ccccc12	·	-4.0	·	-2.2	-3.4	3.2	-0.4	-1.8	8.4
Cc1cc(NC(=O)CSc2nc3c(C)ccc(C)c3cc2C#N)no1	-6.3	-2.0	-0.8	-11.5	-1.0	2.3	-6.1	0.6	-9.2
